Tau fluor cs = counter-screen for tau fibril formation inhibitors; tau K18 P301L Alexa594 fluorescence, heparin fibrillization; Potency, µM (series often up to 57.7 µM), without a hit: at the highest dose activity change, negative = decrease; actives 0.93% (n = 280,000); AID 1463; also: potency is read from the fitted curve at half-maximal effect; % is scaled to controls: 0 for no effect and ±100 for the full control effect; nearly all actives have a fitted effect of over 55% in size
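Human K18 P301L tau (15 uM unlabeled plus 0.24 uM Alexa 594-labeled, final) in 100 mM sodium acetate pH 7 was mixed with compound and 20 uM heparin and incubated 6 hr at 37 C.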
Epigenetic reg = regulators of epigenetic silencing causing reporter derepression in mouse cells; murine LDR cells, GFP reporter derepression, 30 h; Potency, µM (series often up to 53.9 µM), for inactives: at the highest dose GFP activation, most hits filed as activators; actives 0.2% (n = 280,000); AID 1865; also: potency is read from the fitted curve at half-maximal effect; % of control where 0% means no effect; nearly all actives have a fitted effect of over 60% in size
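GFP-positive cell count by laser-scanning cytometry (objects 20–120 um) after 30 h, 37 C compound exposure of murine LDR cells; reporter is CMV-GFP integrated at a silenced locus, inducible by HDAC or DNMT inhibitors.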
TexasRed fluor = counter-screen for TRb-SRC2 inhibitors: fluorescence interference; Potency, µM (titrated, usually from 106 µM), without a hit: at the highest dose fluorescence change, negative = quenching; actives 0.29% (n = 280,000); AID 1479; TRb/SRC2 Texas Red total fluorescence interference; active = well fitted curve in either direction with a large enough effect; inconclusive = small, poorly fitted or top-dose-only effect; also: potency is read from the fitted curve at half-maximal effect; % is scaled to controls: 0 for no effect and ±100 for the full control effect
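Human TRβ ligand-binding domain (0.6 uM) and Texas Red SRC2 peptide (20 nM) in Tris buffer with 1 uM T3 and 5% DMSO were incubated with pinned compound for 5 hr at ambient temperature. Total fluorescence was computed as S + 2P (555/632 nm).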
GLA spleen mod = inhibits or activates alpha-galactosidase in human spleen homogenate. human spleen homogenate, 4MU-alpha-Gal fluorescence, 40 min. Potency, µM (top dose mostly 80 µM), for the others: top-dose activity change, negative = inhibition, hits mostly inhibitors. actives 0.008% (n = 240,000). AID 2107;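 also: potency is read from the fitted curve at half-maximal effect; 0% = enzyme with vehicle and -100% = no enzyme basal signal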
Target sequence (P06280 32-429 limits assumed): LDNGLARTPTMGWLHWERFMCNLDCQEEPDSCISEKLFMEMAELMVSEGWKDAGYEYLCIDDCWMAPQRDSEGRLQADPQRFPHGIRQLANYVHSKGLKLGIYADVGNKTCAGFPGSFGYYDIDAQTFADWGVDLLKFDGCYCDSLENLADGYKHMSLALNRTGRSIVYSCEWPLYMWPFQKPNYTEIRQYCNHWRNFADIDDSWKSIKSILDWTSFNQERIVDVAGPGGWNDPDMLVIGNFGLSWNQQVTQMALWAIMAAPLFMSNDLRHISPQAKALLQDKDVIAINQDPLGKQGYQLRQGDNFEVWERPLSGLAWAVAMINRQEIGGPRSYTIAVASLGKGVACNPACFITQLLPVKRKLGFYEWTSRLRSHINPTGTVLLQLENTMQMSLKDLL
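Inhibition or activation of alpha-galactosidase in human spleen homogenate is scored by 4-MU fluorescence after 40 min at 37C, pH 5.0, with 1 mM substrate. AC50s come from concentration-response fitted to the Hill equation.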
NPSR antagonist = neuropeptide S receptor (human) antagonism, cAMP. CHO-NPSR cells, cAMP TR-FRET, antagonist mode. Potency, µM (series often up to 38.3 µM), inactives show at the top dose activity change, negative = inhibition, hits mostly inhibitors. actives 1% (n = 220,000). AID 1461; also: potency is read from the fitted curve at half-maximal effect; % is scaled to controls: 0 for no effect and ±100 for the full control effect; nearly all actives have a fitted effect of over 50% in size; many of its hits are not listed in these tables
Target sequence (Q6W5P4 whole entry, looked up): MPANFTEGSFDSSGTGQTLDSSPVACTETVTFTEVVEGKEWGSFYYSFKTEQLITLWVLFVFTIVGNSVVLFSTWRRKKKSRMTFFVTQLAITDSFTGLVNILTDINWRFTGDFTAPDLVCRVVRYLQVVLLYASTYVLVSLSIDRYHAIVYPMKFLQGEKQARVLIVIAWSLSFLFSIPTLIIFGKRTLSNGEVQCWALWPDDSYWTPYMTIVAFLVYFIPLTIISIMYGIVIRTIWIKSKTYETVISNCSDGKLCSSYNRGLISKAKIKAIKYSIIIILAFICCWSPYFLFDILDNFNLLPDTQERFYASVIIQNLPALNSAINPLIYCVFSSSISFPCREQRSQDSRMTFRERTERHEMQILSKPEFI
Tau FP inhib = tau fibrillization inhibition (FP) | P10636 | Potency, µM (top dose mostly 57.7 µM), for the others: at the top dose activity, negative = inhibition, usual class: inhibitors | actives 0.39% (n = 280,000) | K18 P301L tau heparin fibrillization, Alexa594 FP, 6 h; also: potency is read from the fitted curve at half-maximal effect; % is scaled to controls: 0 for no effect and ±100 for the full control effect; nearly all actives have a fitted effect of over 55% in size
Target sequence (P10636 561-689 P618L limits assumed): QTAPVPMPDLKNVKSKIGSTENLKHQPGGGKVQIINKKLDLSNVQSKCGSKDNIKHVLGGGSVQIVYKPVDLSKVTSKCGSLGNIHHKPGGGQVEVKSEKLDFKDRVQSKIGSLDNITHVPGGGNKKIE
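Heparin (20 uM) drove fibril formation of recombinant tau K18 P301L, 15 uM unlabeled with 0.24 uM Alexa 594 label, for 6 hr at 37 C in 100 mM sodium acetate pH 7. Fluorescence polarization (555/632 nm) read 1 hr after 30 uM ThT.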
CBFb-RUNX1 inh = inhibitors of human CBF-beta and RUNX1 interaction; AlphaScreen CBFb-His/RUNX1-biotin binding, biochemical; AID 1477; 230,000 tested, under 10 active; Potency, µM (top dose mostly 59.8 µM), for the others: at the top dose activity, negative = inhibition, most hits filed as inhibitors; also: % of control where 0% means no effect
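CBF-beta (His) and RUNX1 (biotin), 30 nM each; 20 min preassociation; + compound, 15 min; + beads 50 ng each (Ni, streptavidin), 90 min; RT; AlphaScreen read.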
TRb-SRC2 inh = disrupts binding of human TR beta to SRC2 | P10828 | TRbeta-SRC2 peptide binding, fluorescence polarization; receptor liganded with 1 µM T3 | Potency, µM (highest dose often 106 µM), without a hit: top-dose activity change, negative = inhibition, most hits filed as inhibitors | actives 0.065% (n = 280,000);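 also: potency is read from the fitted curve at half-maximal effect; plate controls were bound peptide for no effect and peptide without receptor for full effect; nearly all actives have a fitted effect of over 50% in size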
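Quantitative HTS by FP: 0.6 uM TRb LBD, 20 nM labeled SRC2 20-mer, 1 uM T3, 5% DMSO; 5 hr ambient incubation; % activity per concentration and potencies from concentration series.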
Active calls of the source: *; ? = inconclusive; / = not tested or not shown; [ ] = remark or other dose. Unless noted, calls follow the shape of the dose curve; as a rule, active = well fitted curve in the direction sought with a large enough effect; inconclusive = small, poorly fitted or top-dose-only effect, or another doubt; inactive = no such curve, though single readings can be large; an effect the other way counts as inactive or inconclusive. Not all compounds are listed. The share of hits here may be higher or lower than overall.

SMILES | Tau fluor cs | Epigenetic reg | TexasRed fluor | GLA spleen mod | NPSR antagonist | Tau FP inhib | CBFb-RUNX1 inh | TRb-SRC2 inh
O=C(N/N=C/c1ccccc1Br)c1ccc(CSc2cccc3cccnc23)cc1 | -15% | 0.1% | -3% | 1% | -8%[46.1 µM] | ? | -3% | -9%
[N-]=[N+]=CC(=O)CCCN1C(=O)c2ccccc2C1=O | 9% | -0.5% | -6% | 3% | 1%[46.1 µM] | -4% | 6% | 1%
CN(C(=O)Cn1c(=O)n(CCCS(=O)(=O)C2CCCCC2)c(=O)c2ccccc21)c1ccccc1 | -7% | 4.2% | 1% | / | / | -6% | / | 3%
COc1ccc2nc(N3C(=O)CNC3=S)sc2c1 | -19% | ? | -3% | 5% | -46% | 5% | 11% | -1%
Cc1cc(C)cc(OCC(O)CN2CCN(Cc3ccc4c(c3)OCO4)CC2)c1 (stereo not given) | -6% | -0.3% | 0% | 2% | 12% | 7% | 4% | -1%
c1csc(C2=NNC(=NC3CCCCC3)SC2)c1 | -23% | 0.0% | -4% | 3% | -5% | -6% | -25% | 0%
CC(=O)Nc1cccc(N2CCCC2=O)c1 | 4% | -1.0% | 3% | 4% | -6%[46.1 µM] | 8% | 10% | -12%
Cc1cc(C(=O)COC(=O)CNS(=O)(=O)c2ccc3ccccc3c2)c(C)n1-c1ccccc1 | -5% | -1.1% | 200µM*[quencher] | 3% | 8% | -7% | 0% | -11%
Cc1cc(C)c(NS(=O)(=O)c2ccc(NC(=O)CCC(=O)O)cc2)c(C)c1 | -7% | 0.0% | -1% | -2% | 9% | 4% | 6% | 7%
CCN1C(=O)CC(N2CCN(c3ccc(C(=O)c4ccccc4)cc3)CC2)C1=O (stereo not given) | -10% | -1.7% | -1% | -3% | ? | -2% | 4% | -18%
O=C(CCN1C(=O)C2C3C=CC(C4CC34)C2C1=O)Oc1cccc2cccnc12 (stereo not given) | 1% | ? | 0% | 1% | -6%[46.1 µM] | -4% | -5% | 3%
CC(C)Oc1ccc(C2CCC(=O)NC2=O)cc1 (stereo not given) | 2% | 1.1% | -5% | -7% | 10% | 0% | 0% | 5%
CCn1c(SCC(=O)NCC(=O)Nc2ccc(F)cc2)nnc1-c1cccs1 | 4% | 2.0% | -6% | 5% | 4%[46.1 µM] | -3% | 4% | -5%
COC(=O)c1ccc2c(=O)n(CC3CCCO3)c(SCC(=O)Nc3ccc(OC)cc3OC)nc2c1 (stereo not given) | 2% | 2.2% | -5% | -5% | -10% | 0% | 16% | -5%
O=C(O)C1CC=CCC1C(=O)N1CCc2ccccc21 (stereo not given) | -6% | -1.2% | -1% | -21% | 3%[46.1 µM] | -8% | ? | -24%
Cc1noc(C)c1S(=O)(=O)NCCc1ccc(S(N)(=O)=O)cc1 | -6% | 0.3% | 1% | 0% | -1%[46.1 µM] | -6% | 4% | -8%
Cc1ccc(-c2nnn(CC(=O)N(CC(=O)NCc3ccccc3)c3cccc(C)c3C)n2)o1 | -19% | 0.4% | -5% | -1% | ? | -7% | 0% | 0%
Cc1ccccc1OCc1nc(-c2ccc(NC(=O)c3cccs3)cc2)no1 | ? | -0.9% | 0% | -4% | -10% | ? | 13% | 5%
CCN(CC)c1ccc(NC(=O)COc2ccc(N(C)S(=O)(=O)c3cccs3)cc2)cc1 | ? | -2.9% | -2% | -2% | -35% | 15% | ? | -8%
Cc1cc(NC(=O)COC(=O)COc2ccc(Cl)cc2C)c([N+](=O)[O-])cc1C | -23% | 3.2% | -1% | -4% | 9% | 6% | -7% | 5%
Cc1cc(C(C#N)c2ccccc2F)n2ncnc2n1 (stereo not given) | 6% | 0.1% | -2% | 9% | 16% | 2% | 0% | 3%
Cc1n[nH]c(=O)nc1NC1CCCCC1 | -7% | 1.9% | 3% | -5% | 6%[46.1 µM] | -4% | 6% | -3%
Cn1c(=O)c2c(-c3ccccc3)n3c(c2n(C)c1=O)C(c1ccccc1[N+](=O)[O-])Nc1ccccc1-3 (stereo not given) | -14% | -4.8% | 0% | / | / | ? | / | 5%
CNC(=S)N/N=C/c1cn(CCOc2ccc(OC)cc2)c2ccccc12 | ? | 0.0% | -1% | 5% | 31% | ? | ? | 3%
COC(=O)Cn1c(C(=O)N2CCCC2)cc2c1C[C@H]1CN(C(=O)c3ccccc3)[C@@](Cc3ccccc3)(C(=O)OC)[C@@H]21 | 1% | 0.8% | -2% | 1% | / | 6% | 11% | -3%

Limited to TRb-SRC2 inh and CBFb-RUNX1 inh, for 5 of the compounds above:
Structure | TRb-SRC2 inh | CBFb-RUNX1 inh
Cc1cc(C(C#N)c2ccccc2F)n2ncnc2n1 (stereo not given) | 3% | 0%
Cc1n[nH]c(=O)nc1NC1CCCCC1 | -3% | 6%
Cn1c(=O)c2c(-c3ccccc3)n3c(c2n(C)c1=O)C(c1ccccc1[N+](=O)[O-])Nc1ccccc1-3 (stereo not given) | 5% | /
CNC(=S)N/N=C/c1cn(CCOc2ccc(OC)cc2)c2ccccc12 | 3% | ?
COC(=O)Cn1c(C(=O)N2CCCC2)cc2c1C[C@H]1CN(C(=O)c3ccccc3)[C@@](Cc3ccccc3)(C(=O)OC)[C@@H]21 | -3% | 11%

Returning to the listing, starting two compounds before the break.
SMILES | Tau fluor cs | Epigenetic reg | TexasRed fluor | GLA spleen mod | NPSR antagonist | Tau FP inhib | CBFb-RUNX1 inh | TRb-SRC2 inh
CNC(=S)N/N=C/c1cn(CCOc2ccc(OC)cc2)c2ccccc12 | ? | 0.0% | -1% | 5% | 31% | ? | ? | 3%
COC(=O)Cn1c(C(=O)N2CCCC2)cc2c1C[C@H]1CN(C(=O)c3ccccc3)[C@@](Cc3ccccc3)(C(=O)OC)[C@@H]21 | 1% | 0.8% | -2% | 1% | / | 6% | 11% | -3%
Cc1ccccc1N1CCN(C(=S)c2ccc(-c3ccc([N+](=O)[O-])cc3)o2)CC1 | -22% | 1.0% | -2% | 8% | -10% | -13% | ? | 4%
COc1ccc(/C=C/C(=O)NC(=S)Nc2ccc(S(=O)(=O)Nc3ccc(OC)nn3)cc2)cc1 | -14% | -0.2% | -3% | 0% | -58% | 1% | 1% | 14%
CCc1ccc(S(=O)(=O)O)cc1 | / | / | -3% | 0% | / | / | 11% | -9%
CCCCN(C)CCNC(=O)CN1C(=O)CSc2ccc(S(=O)(=O)N3CCOCC3)cc21 | -5% | 0.5% | -1% | / | / | 9% | / | 1%
C/C(=N\N=C1\NC(=O)C(CC(=O)Nc2ccc(Cl)cc2)S1)c1ccco1 (stereo not given) | ? | -0.8%[10.1 µM] | -1% | 7% | -15% | -6% | -11% | -1%
CCOC(=O)C1C(C(=O)OC)=C(c2ccc(OC)cc2)c2ccccc2N1S(=O)(=O)C(F)(F)F (stereo not given) | -11% | -0.1% | 0% | 6% | / | 5% | 1% | -1%
COc1ccc(NS(=O)(=O)c2cc(NC(=O)c3ccc(=O)[nH]c3)ccc2N2CCOCC2)cc1 | -3% | 0.9% | 1% | -1% | -14% | 6% | -2% | 0%
Cc1ccc(S(=O)(=O)C2(C(=O)N3CCN(c4cc(C)ccc4C)CC3)CC2)cc1 | -9% | 3.3% | 0% | -1% | -19% | 7% | 7% | -1%
N[C@@H](Cc1ccccc1)c1nnc(SCc2ccccc2F)o1 | -8% | 2.1% | -1% | -12% | -15%[46.1 µM] | 6% | 11% | 4%
CCCCN(CCCC)C1=C(C(=O)c2ccccc2)N(C)S(=O)(=O)c2ccccc21 | -4% | -1.6% | -2% | / | / | -6% | / | 4%
Cc1ccc(Cl)cc1N1CCN(C(=O)c2cnn(C)c2C2CCN(C(=O)OC(C)(C)C)CC2)CC1 | -5% | -0.4% | 0% | / | / | -4% | / | 4%
COc1ccc(CSCC(=O)N/N=C/c2ccc(OCC(=O)N3CCCCC3)cc2)cc1 | -12% | -1.0% | -1% | -10% | -11%[46.1 µM] | -10% | 5% | -6%
COc1ccc(CNC(=O)C2CCN(S(=O)(=O)c3ccc4c(ccn4C)c3)CC2)cc1 | -19% | -1.1% | 0% | / | / | 6% | / | -2%
O=C(Nc1ccncc1)Nc1ccncc1 | 14% | 5.1% | 0% | -4% | 24% | 0% | 1% | 6%
NC(=O)CSc1nnc(-c2ccc([N+](=O)[O-])cc2)o1 | 7% | -7.4% | -2% | -1% | -4% | 2% | -4% | 2%
O=C(NCc1nc(-c2ccccc2)no1)c1ccc(Br)o1 | -5% | 5.0% | -2% | -6% | 6%[46.1 µM] | -4% | 12% | 4%
O=C(O)c1ccccc1OCc1ccccc1Br | 7% | 7.3% | 1% | -1% | -9% | 7% | 6% | 3%
CC(C)Nc1ccc(Cl)cc1[N+](=O)[O-] | -8% | -1.1% | -2% | 3% | 9% | 5% | 6% | 4%
Cc1ccc(NC(=O)CCc2c(C)nc3ncnn3c2C)nc1 | 10% | -1.1% | -2% | 0% | 1%[46.1 µM] | 7% | -1% | -8%

Molecules shown so far that contain bromine:
SMILES | Tau fluor cs | Epigenetic reg | TexasRed fluor | GLA spleen mod | NPSR antagonist | Tau FP inhib | CBFb-RUNX1 inh | TRb-SRC2 inh
O=C(N/N=C/c1ccccc1Br)c1ccc(CSc2cccc3cccnc23)cc1 | -15% | 0.1% | -3% | 1% | -8%[46.1 µM] | ? | -3% | -9%
O=C(NCc1nc(-c2ccccc2)no1)c1ccc(Br)o1 | -5% | 5.0% | -2% | -6% | 6%[46.1 µM] | -4% | 12% | 4%
O=C(O)c1ccccc1OCc1ccccc1Br | 7% | 7.3% | 1% | -1% | -9% | 7% | 6% | 3%

High-throughput results as filed in PubChem BioAssay.
